MIN6 prolif: MIN6 beta-cell proliferation induction | MIN6 cells proliferation, ATPlite luminescence, 48 h; cells starved in 0.2% serum; 100% = growth in 10% serum | proliferation, % at 10 µM | 330,000 compounds, 0.29% hits | AID 2380;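 active = compounds whose signal lies at least 3.5 SD above the mean of all wells on their plate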;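 note: 0% = DMSO-treated cells in low-serum medium and 100% = 10% serum control; some compounds called inactive have numbers as strong as hits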
mIAP inh: blocks mouse intestinal alkaline phosphatase. purified mouse IAP, CDP-Star luminescence, 30 min. inhibition, % at 10 µM. 330,000 compounds, 0.2% hits;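 active = inhibition of at least 40% at 10 µM in the primary screen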;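 note: plate controls were DMSO with enzyme for no effect and no enzyme wells for full effect; values of inactives mirror those of a sister screen read the other way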
APOBEC3A inh: human APOBEC3A DNA deaminase inhibition; 330,000 compounds, 0.41% hits; inhibition, % at 20 µM; P31941; recombinant A3A, FAM/TAMRA ssDNA deamination fluorescence; AID 493011;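 active = at least 40% inhibition at 20 µM here, with at most 30% in a related deaminase screen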;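 note: plate controls were A3A with DMSO for no effect and wells lacking A3A enzyme for full effect; some results filed as inactive read as strong as hits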
Target sequence (P31941 whole entry, looked up): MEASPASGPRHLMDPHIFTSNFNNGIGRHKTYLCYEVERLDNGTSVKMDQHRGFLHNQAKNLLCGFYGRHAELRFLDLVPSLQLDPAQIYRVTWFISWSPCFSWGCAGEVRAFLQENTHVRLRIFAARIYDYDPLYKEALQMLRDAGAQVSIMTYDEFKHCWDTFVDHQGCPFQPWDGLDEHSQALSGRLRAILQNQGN
A3G deaminase: APOBEC3G (human) deaminase inhibition. Q9HC16. recombinant A3G, ssDNA deamination FAM/TAMRA fluorescence. inhibition, % at 20 µM. 330,000 compounds, 0.28% hits. AID 493012;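 active = inhibition of at least 40% at 20 µM, with no more than 30% in the related APOBEC3A deaminase screen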;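 note: plate controls were DMSO wells with A3G for no effect and wells lacking A3G enzyme for full effect; some compounds called inactive have numbers as strong as hits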
Target sequence (Q9HC16 whole entry, looked up): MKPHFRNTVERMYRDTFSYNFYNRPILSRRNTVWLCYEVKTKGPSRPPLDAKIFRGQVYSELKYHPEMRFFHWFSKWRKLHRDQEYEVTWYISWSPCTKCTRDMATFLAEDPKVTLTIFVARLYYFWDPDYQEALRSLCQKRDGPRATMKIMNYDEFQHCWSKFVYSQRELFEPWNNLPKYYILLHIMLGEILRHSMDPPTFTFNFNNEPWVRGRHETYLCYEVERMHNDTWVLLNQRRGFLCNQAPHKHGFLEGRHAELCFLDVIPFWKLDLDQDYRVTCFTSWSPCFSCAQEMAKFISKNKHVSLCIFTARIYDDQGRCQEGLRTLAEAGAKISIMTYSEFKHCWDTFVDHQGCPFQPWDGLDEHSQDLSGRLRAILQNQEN
MPTP inh: blocks calcium-induced mitochondrial swelling; 360,000 compounds, 1.4% hits; isolated mouse mitochondria, Ca2+ swelling absorbance, 30 min; inhibition, % at 10 µM; AID 602449;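 active = inhibition of 50% or more, scaled per plate between neutral and stimulator controls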;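 note: 0% = DMSO wells given calcium and 100% = 1 mM EGTA wells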
NR3A LBD binder: modulators (binders) of human NR3A ligand-binding domain | NR3A LBD differential scanning fluorimetry, Tm shift; 0% = protein alone, 100% = glycine-bound protein | Tm shift relative to glycine control, % at 25 µM | 340,000 compounds, 2.5% hits | AID 1259313;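 active = melting temperature shift of at least 10% of the positive control shift, at one fixed dose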
hIAP inh: blocks human intestinal alkaline phosphatase; P09923; purified IAP, CDP-Star luminescence, 30 min; inhibition, % at 10 µM; 330,000 compounds, 0.12% hits; AID 2544;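 active = inhibition reaching a set limit with compound at 10 µM in the primary screen, cut at about 35% in these data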;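 note: plate controls were DMSO wells with enzyme for no effect and no-enzyme buffer wells for full effect; values of inactives mirror those of a sister screen read the other way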
mIAP act: increases mouse intestinal alkaline phosphatase activity; muIAP, CDP-Star luminescence, 30 min; hits give high values; 1 = vehicle-only enzyme signal, 0 = enzyme-free wells; activation factor at 10 µM; 330,000 compounds, 0.24% hits;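 active = activation factor of at least 2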; note: the source names both 10 and 20 µM as test concentration; values of inactives mirror those of a sister screen read the other way
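Assay system: mouse IAP enzyme; Reagent: CDP-Star chemiluminescent phosphatase substrate; Compound: DMSO-dissolved test compounds; Incubation: 30 min, room temperature; Technique: luminescence from enzymatic CDP-Star hydrolysis; Controls: DMSO-only wells and no-enzyme negative control.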
hIAP act: increases human intestinal alkaline phosphatase activity; purified human IAP, CDP-Star luminescence, 30 min; hits give high values; 1 = vehicle-only enzyme, 0 = enzyme-free background; activation factor at 10 µM; 330,000 compounds, 0.16% hits;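 active = activation factor of the enzyme at least 2-fold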; note: the source names both 10 and 20 µM as test concentration; values of inactives mirror those of a sister screen read the other way
* hit, by the source's call.

compound	MPTP inh	hIAP act	APOBEC3A inh	NR3A LBD binder	MIN6 prolif	hIAP inh	mIAP act	A3G deaminase	mIAP inh
Oc1ccc(/C=N/Nc2nc(-c3ccc(Cl)cc3)cc(C(F)(F)F)n2)cc1	7.2	0.993	-1.0	31.6*	-5.9	0.7	0.917	-8.3	8.3
O=[N+]([O-])c1ccc(Cl)cc1Sc1cccc2cccnc12	0.7	1.02	2.1	4.9	0.0	-2.5	0.948	-6.9	5.2
Cc1cccc(C(=O)Nc2ccc(C(=O)N/N=C/c3cccnc3)cc2)c1	0.7	0.919	-2.8	-7.6	0.0	8.1	0.961	-7.3	3.9
CC(C)(C)N1C(=O)[C@H]2[C@@H](c3ccc(Br)cc3)N3C(=O)N(c4cccc(Br)c4)C(=O)[C@@]3(Cc3ccccc3)[C@H]2C1=O	-1.3	1.06	-4.5	10.1*	-6.6	-6.5	1.1	-14.1	-10.2
COc1ccc(-c2ccc3oc(-c4ccsc4)c(-c4ccc(OC)cc4)c3c2)cc1	2.2	0.906	-9.2	0.7	-4.6	9.4	1.05	-13.5	-4.6
C=CCNC(=S)NNC(=O)C(CCCC)CC(O)COCC(C)C (stereo unspecified)	-0.4	1.57	-2.9	2.2	1.4	-57.1	0.914	-3.4	8.6
CCn1cc(C(=O)NC2CCCCC2)c(=O)c2ccc(C)nc21	2.5	0.824	-3.6	-2.7	0.4	17.6	0.959	2.1	4.1
Cc1ccc(Oc2cc(NC(=O)CCCn3nc(C)c([N+](=O)[O-])c3C)cc([N+](=O)[O-])c2)cc1	40.9	1.21	-12.8	14.9*	0.0	-20.6	0.82	-7.2	18.0
S=C(NCC1CCCO1)N1CCN(c2nc(-c3ccccc3)cs2)CC1 (stereo unspecified)	12.4	1	-9.3	-6.0	-4.0	-0.4	1.1	-10.4	-9.7
CCC(=O)NC(=S)Nc1ccc(OC)cc1OC	-3.1	0.942	3.8	-1.5	-0.3	5.8	1.09	-4.1	-8.6
CC1CN(c2cc(=O)n(Cc3ccc(F)cc3)c(=O)[nH]2)CC(C)O1 (stereo unspecified)	0.8	0.871	0.1	-2.5	3.0	12.9	1.11	-1.8	-11.4
O=C(O)c1ccc(N/N=C/c2ccc(C(F)(F)F)cc2)cc1	-4.0	0.963	1.0	-3.6	-1.8	3.7	0.945	-1.9	5.5
Cc1cc(NC(=O)c2c(Cl)cnn2C)no1	0.0	1.4	-4.1	2.0	-3.2	-40.3	1.06	0.1	-5.6
O=C(CSC1=NS(=O)(=O)c2cc(Cl)ccc2N1)c1ccc(Cl)cc1	97.9*	1.12	-0.4	11.9*	-6.7	-12.3	1	-0.6	0.0
CCCOC(=O)c1ccc(NC(=O)C2C3C=CC(O3)C2C(=O)O)cc1 (stereo unspecified)	-2.4	1.3	2.6	-2.5	-3.9	-30.2	1.03	-2.1	-2.6
CC(=O)c1ccc(NC(=O)C(C)N(C)CC(=O)Nc2cccc(F)c2)cc1 (stereo unspecified)	-1.0	1.11	3.1	-0.6	-2.9	-10.9	1.25	-6.7	-24.9
CCOC(=O)C1=C(C)Nc2nc(SC)nn2C1c1ccc(C(=O)OC)cc1 (stereo unspecified)	2.1	0.922	2.7	-2.3	1.7	7.8	0.995	3.9	0.5
Cc1ccc(N(Cc2cc3cc(C)ccc3[nH]c2=O)C(=O)c2cccs2)cc1	-0.7	0.925	-0.1	-13.7	-2.5	7.5	0.953	-7.7	4.7
CCn1c(SCC#N)nc2cc(S(=O)(=O)N3CCOCC3)ccc21	-0.2	0.914	2.5	-1.2	0.1	8.6	0.986	-1.1	1.4
Cc1ccc(NC(=O)c2ccccc2NC(=O)c2cccs2)cc1	1.3	0.887	1.2	-3.7	-0.1	11.3	0.996	-0.8	0.4
COc1ccc(C)cc1NC(=O)c1ccc(OCc2c(C)noc2C)cc1	1.0	1.07	-0.7	2.0	2.0	-6.7	1.02	-2.9	-2.2
CCCCc1nc2sc3c(c2c(=O)[nH]1)CC(C)(C)OC3	4.6	1.2	0.8	1.4	-0.1	-20.0	0.976	-4.8	2.4
N#C/C(=C/c1cc(Br)cs1)C(=O)NCC1CCCO1 (stereo unspecified)	-1.8	1.01	-0.6	2.8	0.7	-1.0	1.15	-4.7	-15.2
CCc1ccc(NCc2ccc(OC)c(Cn3ccnc3)c2)cc1	1.6	1.17	-6.0	-2.7	-4.4	-16.7	0.984	-8.2	1.6
Cc1nn(Cc2ccccc2Cl)c(C)c1NC(=O)c1nc2ncccn2n1	-0.6	0.896	-1.6	-3.0	-0.6	10.4	0.918	-4.5	8.2
O=S(=O)(Nc1cccc(-c2ccc3nncn3n2)c1)c1cccc(F)c1	-0.4	1.01	-4.1	-0.3	0.1	-1.5	0.993	-11.6	0.7
Cc1ccc(CN(C)CC(=O)Nc2cccc([N+](=O)[O-])c2)o1	1.3	0.952	-2.6	3.3	-1.5	4.8	1.02	-6.4	-2.2
O=C(NC1CCCCC1)c1cccnc1C(=O)O	-1.5	0.841	0.8	0.3	-2.4	15.9	0.971	-1.7	2.9
Nc1nc(-c2ccc3c(c2)CCCC3)cs1	0.3	0.981	-3.9	-2.4	-2.2	1.9	1.01	-3.3	-1.1
Cc1ccccc1C(=O)N1CCC(C(=O)NC2CCCCC2)CC1	-0.3	1.61	-1.7	1.0	0.4	-61.0	1.1	5.0	-10.1
C/C(Cc1ccccc1)=N\NC(=O)CNC(=O)c1ccc(C(C)(C)C)cc1	2.0	0.93	0.8	1.2	-1.0	7.0	1.04	-4.7	-3.7
N[C@@H](Cc1ccccc1)C(=O)N1CCC(C(=O)NCC(=O)Nc2ccc(F)cc2)CC1	-1.9	0.779	-1.2	-4.5	-1.7	22.1	1.06	6.5	-6.5
O=C(CCC(=O)N1CCOc2ccc(Cl)cc21)NCCCN1CCN(c2ccccc2F)CC1	13.6	0.733	-0.4	-1.2	-3.8	26.7	0.932	5.5	6.8
CC(=O)c1ccc(OCc2cccc(C(F)(F)F)c2)cc1O	4.7	0.967	-1.4	1.9	-2.2	3.3	0.92	-7.6	8.0
COc1ccccc1C(=O)NC(=S)Nc1ccc(N2CCN(C(=O)c3ccco3)CC2)cc1	-1.7	1.25	-6.2	-2.1	-0.5	-24.8	0.909	-6.2	9.1
O=C(C/C=N/OCc1c(Cl)cccc1Cl)c1cnc(-c2ccccc2)s1	1.4	0.988	1.5	-12.7	-1.5	1.2	0.906	-2.7	9.4
CC(NCc1ccc(OCC(N)=O)cc1)C12CC3CC(CC(C3)C1)C2 (stereo unspecified)	-0.7	1.36	-2.5	0.8	-1.4	-36.5	1.05	-8.5	-5.3
O=C(O)CN1C(=O)/C(=C\c2cc(Br)ccc2OCc2ccc(Cl)cc2Cl)SC1=S	4.0	0.941	-4.1	29.4*	-4.8	5.9	0.88	-7.3	12.0
COc1ccc(CCNC(=O)c2ccc(CNS(=O)(=O)c3ccc(C(C)(C)C)cc3)cc2)cc1OC	6.8	1.18	-8.1	-1.0	-1.3	-18.2	1.31	-6.5	-31.0
COc1ccc(S(=O)(=O)N(CC(=O)N2CCOCC2)c2cc(Cl)ccc2OC)cc1OC	-1.4	1.01	-2.3	0.4	-0.1	-1.2	1.14	-6.0	-13.8
CCOC(=O)N1CCC(N(CCOC)C(=O)Nc2ccc(C)c(C)c2)CC1	-1.3	0.974	-1.6	-2.6	-2.3	2.6	0.964	-4.4	3.6
Cc1c(S(=O)(=O)c2ccccn2)c(N)n(Cc2ccccc2)c1C	1.4	0.908	-1.3	-0.9	-0.8	9.2	1.06	1.9	-5.7
COc1ccccc1N1CCN(C(=O)CCCn2c(=O)[nH]c3ccsc3c2=O)CC1	-0.6	1.04	-5.2	0.1	0.5	-4.4	1.03	-7.4	-3.2
O=C1CS/C(=N\N=C\c2ccccc2Cl)N1CC1CC1	0.1	0.915	-2.9	-2.1	-2.0	8.5	0.982	-7.8	1.8
O=C(c1cc2ccccc2o1)N(Cc1nnc(-c2ccccc2Cl)o1)C1CC1	-0.2	0.878	-0.8	-0.1	-1.9	12.2	0.903	-7.9	9.7
CSc1nc2ccc(NC(=O)C3=NN(c4ccccc4)C(=O)CC3)cc2s1	0.9	0.921	5.3	4.0	-5.5	7.9	0.924	-9.4	7.6
CC(=O)N1c2ccc(S(=O)(=O)NCC3CCC(C(=O)N4CCCCC4)CC3)cc2CC1C (stereo unspecified)	1.0	0.918	-1.4	0.5	1.8	8.2	0.967	-2.7	3.3
O=C(Cn1nc(-c2cccs2)ccc1=O)Nc1ccc(Br)cc1	2.1	0.951	2.1	-3.7	0.0	4.9	1.05	0.1	-5.3
Cc1cccc(OC(C)C(=O)N(Cc2cccs2)C2CCS(=O)(=O)C2)c1C (stereo unspecified)	1.2	1.59	-1.9	0.5	2.4	-59.1	1.02	-6.1	-2.5
CCCCc1nnc(NC(=O)CCSc2ccccc2)s1	-1.4	0.838	3.8	1.3	-0.5	16.2	0.936	-0.5	6.4
CCOc1ncccc1C(=O)N1CCN(c2ccc(C(F)(F)F)cn2)CC1	3.0	1.17	2.0	0.6	0.5	-17.4	0.911	-4.0	8.9
O=C(NCCC(=O)N1CCN(c2ccccc2F)CC1)c1ccco1	-1.9	1.12	-1.3	0.2	-1.9	-12.2	0.987	0.1	1.3
CCOc1ccc(/C=N/NC(=O)c2cccc3ccccc23)c(OCC)c1	1.4	1.18	-0.4	-0.9	0.8	-18.0	0.941	-3.5	5.9
CCOc1ccc(N(CC(=O)Nc2ccc(Br)cc2)S(C)(=O)=O)cc1	1.0	1.01	-1.6	-7.9	-3.9	-0.6	1.19	-5.1	-19.4
COc1ccc(C[C@H]2CN3C(=NC[C@@H]3Cc3ccc(O)cc3)N2C[C@H](C)NC(=O)CCC2CCCCC2)cc1	8.0	1.08	0.1	-2.3	-9.1	-8.4	1.23	-7.6	-23.4
Cc1ccc(N(C(=O)c2snc(C(N)=O)c2N)C(C(=O)NC2CCCC2)c2ccc(C)o2)cc1 (stereo unspecified)	1.0	1.16	-2.5	-0.1	-0.4	-15.6	0.953	-8.8	4.7
CCOC(=O)[C@H]1[C@H]2COc3ccccc3[C@@H]2N2C(=O)CNC(=O)[C@@]12C	1.2	1.09	0.2	1.4	6.0	-9.0	0.991	-9.0	0.9
Cc1ccccc1C1NC(=O)Cc2ccccc21 (stereo unspecified)	3.2	0.896	-1.9	0.0	-1.9	10.4	0.866	-8.0	13.4

From PubChem BioAssay
